Source: PubChem (several laboratories)
hcDAF12 agonist: H. contortus DAF-12 activation, primary screen | activation, % at 6.8 µM | hit rate 1.4% among 370,000 | HEK293 hcDAF-12 lit1-tk-luc reporter, luminescence; 0% DMSO, 100% Δ7-dafachronic acid;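 active means activation above the mean of all tested compounds plus 3 SD, cut at about 5.5% in these data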;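 further: 100% = response to 3 µM Δ7-dafachronic acid high control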
NPR1 activator: GC-A (human) enzyme activation; P16066; HEK293 GC-A cells, cGMP TR-FRET, EC30 ANP; 0% at EC30 ANP, 100% saturating ANP; activation, % at 10 µM; hit rate 0.14% among 370,000; AID 1671463; in the data active means activation above about 40%
SMARCA2 act: activators of SMARCA2 function; MG213 cells, MMTV-luciferase reporter, dexamethasone, overnight; activation, % at 9.1 µM; hit rate 1% among 370,000; in the data active means activation above about 7.8%;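 further: 0% = vehicle wells and 100% = reference activator wells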
KLK7 zymogen act: proKLK7 (human) activation, primary screen | activation, % at 7 µM | P49862 | purified proKLK7, EDANS-DABCYL substrate fluorescence; 100% is mature enzyme control, 0% vehicle | hit rate 0.9% among 370,000 | AID 652039;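 active means activation above the mean of all tested compounds plus 3 SD, computed per campaign excluding outliers beyond control limits, cut at about 13% in these data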
Target sequence (P49862 whole entry, looked up): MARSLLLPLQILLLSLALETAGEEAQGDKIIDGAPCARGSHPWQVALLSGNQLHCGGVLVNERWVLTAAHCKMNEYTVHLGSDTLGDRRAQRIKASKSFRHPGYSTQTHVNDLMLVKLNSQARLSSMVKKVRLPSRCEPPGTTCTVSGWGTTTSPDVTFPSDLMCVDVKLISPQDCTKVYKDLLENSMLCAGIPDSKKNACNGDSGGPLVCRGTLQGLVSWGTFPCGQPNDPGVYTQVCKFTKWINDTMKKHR
NPR2 activator: GC-B (human) receptor activation; activation, % at 10 µM; P20594; hit rate 0.11% among 370,000; AID 1920062; HEK293-GC-B cells, CNP EC30, cGMP TR-FRET; 0% at EC30 CNP, 100% saturating CNP;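 active means activation at 10 µM reaching about 35% in either raw or pattern-adjusted values, limit read from the data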
hgDAF-12 ag: hgDAF-12 agonism, primary luciferase screen. HEK293 GAL4-hgDAF12 UAS-luciferase reporter, agonist luminescence; normalized to butyrate control. activation, % at 6.8 µM. hit rate 1.8% among 370,000. AID 687014;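 active means activation above a cutoff set at the mean of all screened compounds plus 3 SD, cut at about 10% in these data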;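 further: 0% = DMSO wells and 100% = sodium butyrate wells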
GAA850 FXN act: increases GAA850 frataxin promoter reporter activity; HEK293 lucGAA850 FXN promoter luciferase reporter, 24 h; percent of 10 µM SAHA response; activation, % at 6 µM; hit rate 0.56% among 360,000;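 active means activation above the average of all compounds screened plus 3 SD, cutoff fixed separately per campaign, cut at about 7.5% in these data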;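 further: 0% = DMSO wells and 100% = 10 µM SAHA wells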
DAX1 inh-1: inhibitors of human orphan nuclear receptor DAX1 (NR0B1); P51843; HEK293 Gal4-DAX1 luciferase reporter, luminescence; inhibition, % at 6.75 µM; hit rate 0.99% among 340,000; AID 504766;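 active means inhibition above the mean over all tested compounds plus 3 SD, cut at about 4.2% in these data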;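 further: 0% = DAX1-transfected cells with DMSO and 100% = empty-vector control cells with DMSO; inhibition shows as a rise in luminescence from relieved DAX1 repression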
Target sequence (P51843 207-470 limits assumed): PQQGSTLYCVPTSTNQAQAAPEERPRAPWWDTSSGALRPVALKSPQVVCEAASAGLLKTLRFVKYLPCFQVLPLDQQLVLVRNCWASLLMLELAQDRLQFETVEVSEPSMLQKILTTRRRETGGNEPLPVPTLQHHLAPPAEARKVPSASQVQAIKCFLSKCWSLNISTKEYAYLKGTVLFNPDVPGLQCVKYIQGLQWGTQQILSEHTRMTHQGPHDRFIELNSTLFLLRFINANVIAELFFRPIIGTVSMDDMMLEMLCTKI
sPLA2-III inh: Inhibits HGIII-sPLA2 liposome hydrolysis, primary screen | hit rate 0.56% among 370,000 | Q9NZ20 | inhibition, % at 12.2 µM | QFRET BODIPY PC-A2 liposome hydrolysis, fluorescence;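 active means inhibition above mean plus 3 SD of compounds lying within the high and low control bounds, cut at about 19% in these data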;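 further: 0% = median of test compound wells and 100% = no enzyme DMSO wells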
Target sequence (Q9NZ20 whole entry, looked up): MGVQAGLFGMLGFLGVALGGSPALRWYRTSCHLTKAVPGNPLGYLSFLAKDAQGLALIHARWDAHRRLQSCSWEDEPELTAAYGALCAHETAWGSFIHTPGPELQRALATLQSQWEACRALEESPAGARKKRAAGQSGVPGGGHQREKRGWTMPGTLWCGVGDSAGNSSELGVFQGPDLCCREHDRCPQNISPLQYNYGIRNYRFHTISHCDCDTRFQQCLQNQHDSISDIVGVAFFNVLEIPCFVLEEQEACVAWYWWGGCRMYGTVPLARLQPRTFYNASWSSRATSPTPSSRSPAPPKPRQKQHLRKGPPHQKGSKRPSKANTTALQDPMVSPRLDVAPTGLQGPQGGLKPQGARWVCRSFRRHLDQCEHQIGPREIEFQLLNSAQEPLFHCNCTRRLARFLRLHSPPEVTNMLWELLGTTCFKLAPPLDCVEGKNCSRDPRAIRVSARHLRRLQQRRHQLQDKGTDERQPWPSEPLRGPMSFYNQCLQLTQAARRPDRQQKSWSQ
DAX1 inh-2: inhibitors of DAX1 repression of SF-1 activated StAR promoter. hit rate 1.1% among 370,000. AID 652010. HEK293T StAR-luciferase reporter, SF-1/DAX-1 repression relief. inhibition, % at 6.8 µM;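 active means inhibition above the mean over all tested compounds plus 3 SD, cut at about 3.6% in these data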;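 further: 0% = DAX-1 cells with DMSO and 100% = cells lacking DAX-1 with DMSO; higher inhibition means more luminescence from relief of DAX-1 repression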
ssDAF-12 act: activates DAF-12 receptor from parasite S. stercoralis; HEK293 ssDAF-12/GRIP1 lit1-tk-luc reporter, luminescence; % of 3 µM dafachronic acid response; activation, % at 6.8 µM; hit rate 1% among 370,000;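 active means activation above the mean over all tested compounds plus 3 SD, cut at about 0.9% in these data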;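 further: 0% = DMSO-only wells and 100% = 3 µM delta7-dafachronic acid wells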
* marks the source's active call; other numbers are inactive results; . = no result given.

SMILES	hcDAF12 agonist	NPR1 activator	SMARCA2 act	KLK7 zymogen act	NPR2 activator	hgDAF-12 ag	GAA850 FXN act	DAX1 inh-1	sPLA2-III inh	DAX1 inh-2	ssDAF-12 act
O=C1CCCc2c1nc(-c1ccco1)n2O	-0.5	3	0	11	1	-2.9	-0.1	0.7	-1	0.5	-1.2
Cc1ccc(S(=O)(=O)N2CCCOC2CNC(=O)C(=O)NCc2ccccc2C)cc1 (configuration not stated)	-1.7	2	0	0.5	-4	1.9	-0.3	-0.3	-8	-0.7	-1.3
C=CCNC(=O)/C(C#N)=C/c1c(N(Cc2ccccc2)Cc2ccccc2)nc2ccccn2c1=O	-2.3	-6	-2	-0.1	-6	-0.2	-0.9	-1.4	-18	-0.9	-2.0
C[C@H]1CN(C(=O)OC(C)(C)C)CCN1c1ccc(N2CC[C@@H](O)C2)c(C#N)c1	-2.0	5	4	-0.2	3	5.5	.	.	17	-0.4	-0.9
CCCCN1CC(=O)N2[C@H]3c4cc(Cl)ccc4OC[C@@H]3[C@H](C(=O)OCC)[C@]2(C)C1=O	-1.8	-1	-1	-0.2	3	-1.7	1.7	0.9	-3	-0.3	-0.7
CCn1cnc2c1c(=O)n(CC(=O)N1CCc3ccccc31)c(=O)n2Cc1ccccc1	0.1	22	2	-1.0	33	1.2	1.0	0.4	1	0.4	-0.1
CC(C)Oc1ccc2nnnn2n1	-0.3	2	-2	0.6	7	-0.7	-1.0	1.3	4	0.6	-0.9
CC(=O)Oc1ccc(C(=O)c2ccccc2)c(OC(C)=O)c1	-1.0	7	1	0.9	4	0.6	2.0	-0.7	-2	0.2	-0.4
CC[C@]1(c2cccc(C)c2)C(=O)N(C(=O)OC)N1C(=O)OC	-1.7	-8	-1	-0.4	-5	1.5	-1.3	0.8	10	0.5	-0.9
COc1ccc(CN(CCN2CCOCC2)C(=O)c2cc(F)cc(F)c2)cc1OC	-1.3	2	4	0.3	-9	-3.1	.	.	1	0.4	-0.9
CC(C)(C)c1ccc(Oc2ccc(NC(=O)CCCC(=O)O)cn2)cc1	0.1	1	-3	-0.4	5	-1.7	0.5	0.8	0	0.5	-1.1
Cc1cccn2cc(CCNC(=O)c3ccco3)nc12	-0.5	-1	1	0.0	2	0.2	-2.3	0.9	9	0.8	-0.5
O=C(O)c1cccc(-c2noc(-c3cccc(Cl)c3)n2)c1	4.2	-5	5	0.1	-1	13*	1.2	-1.6	8	2.5	0.3
O=C(CSc1nnc(-c2ccncc2)o1)Nc1cccc(F)c1	-0.6	-2	0	0.2	0	4.2	2.1	0.9	13	1.1	-0.7
COc1ccc(NC(=O)N(C)C[C@H]2Oc3ccc(NC(=O)Nc4ccc5c(c4)OCO5)cc3C(=O)N([C@H](C)CO)C[C@@H]2C)cc1	-0.1	2	2	0.4	0	3.5	0.7	0.2	-12	-0.1	-1.0
Cc1cccc(N=Cc2c(O)cc(C)oc2=O)c1	-0.5	-1	2	-0.9	-1	2.4	2.7	-0.1	2	-0.3	-1.4
O=C(C[C@H]1CC[C@@H](NS(=O)(=O)c2ccccc2)[C@@H](CO)O1)NCc1ccc(Cl)c(Cl)c1	-0.9	1	-4	0.7	1	-1.0	.	.	-12	-1.1	-0.9
O=C(Nc1cccc(NC(=O)c2ccc(Br)o2)c1)c1ccccc1	0.1	0	2	0.5	0	1.7	-1.9	-0.9	-4	0.2	-0.7
Cc1nc2cc(S(=O)(=O)N3CCC(C(=O)O)CC3)ccc2n1C1CCCC1	0.0	1	2	0.7	-4	0.1	-0.6	1.8	0	0.2	-0.7
Cc1cccc(OCCCCNCc2ccccc2)c1	-0.9	-4	-5	0.3	2	-2.6	2.9	-0.7	10	0.5	-1.3
c1ccc(Oc2ncnc3oc(-c4ccccc4)cc23)cc1	1.6	3	1	-0.5	-6	-1.6	1.8	-0.1	3	-0.7	-0.3
Cc1ccc(C(=O)COC(=O)CNC(=O)C(c2ccccc2)c2ccccc2)cc1[N+](=O)[O-]	-1.2	0	-5	-0.1	5	-0.6	0.2	-0.9	9	-0.8	-1.2
CSCC(O)Cn1ncc2ccccc2c1=O (configuration not stated)	-0.1	2	-2	0.2	-3	2.3	1.1	0.6	1	0.9	-0.8
Cc1ccc(S(=O)(=O)NNC(=O)c2sc(=S)n(C)c2C)cc1	0.1	0	-2	0.0	1	0.8	-2.7	-0.4	23*	-0.9	-0.8
NS(=O)(=O)c1ccc(NC(=O)/C=C/c2cn(-c3ccccc3)nc2-c2cccc(Cl)c2)cc1	0.1	-7	-2	-3.1	-6	2.3	-0.9	0.4	-9	0.0	-0.1
Nc1ccc(Oc2ccc(F)cc2)nc1	-1.2	0	-3	0.2	2	-1.7	0.2	0.7	-8	-0.3	-0.4
COc1cc(-c2cnc3c(NC(C)=O)cc(-c4ccc(N5CCN(C)CC5)cc4)cn23)cc(OC)c1OC	-4.8	9	-4	-2.5	7	-9.7	-8.3	.	-1	-4.1	-2.5
Nc1ncnc2c1ncn2[C@@H]1O[C@H](C(=O)NCC2CCN(Cc3ccccc3)CC2)[C@@H](O)[C@H]1O	-0.9	-1	2	0.1	-5	0.9	.	.	6	-0.1	-0.5
Cc1c(C(=O)N2c3ccccc3Sc3ccccc32)cccc1[N+](=O)[O-]	-1.8	-10	-2	0.2	-2	-1.2	2.8	1.4	13	0.0	-1.1
COc1ccccc1NC(=O)COC(=O)c1[nH]c(=O)[nH]c(=O)c1N	1.7	2	-3	84*	3	-1.1	-0.5	0.2	5	-0.4	-1.2
COc1cc2[nH]c3c(=O)n(N)c(=O)[nH]c3c2cc1OC	-1.5	-10	0	-2.8	-4	-1.2	-0.4	-0.3	6	0.6	-1.4
N#Cc1cccc(S(=O)(=O)NCC(=O)NCCCc2ccccc2)c1	0.9	0	0	0.1	2	2.8	0.9	0.5	-6	-0.2	0.1
COC(=O)c1ccccc1NC(=O)Cn1c(=O)n(Cc2ccccc2)c(=O)c2c(C)c(C)sc21	0.9	-6	-1	-0.1	-3	1.6	1.3	-0.1	9	-0.1	-1.5
CCN1CCN(CC(=O)Nc2sc3c(c2C#N)CCC(C)C3)CC1 (configuration not stated)	-2.1	3	1	0.7	-2	-1.9	-2.5	-0.6	-3	-0.6	-1.2
Cc1ccccc1S(=O)(=O)N(CC(O)CN1C(=O)NC(C)(C)C1=O)c1ccccc1 (configuration not stated)	1.4	1	0	0.4	3	0.0	1.5	0.1	-3	0.3	-0.3
O=C(CN1CCN(S(=O)(=O)N2CCCCC2)CC1)Nc1cc(Cl)cc(Cl)c1	-1.0	-4	-1	1.3	-6	0.9	-1.9	-1.6	-13	-0.2	-0.8
CCCNC(=O)Nc1ccccc1C(=O)Nc1ccc(OC)cc1	0.1	-1	-2	0.5	-1	1.8	-2.9	0.4	-3	-0.2	-0.7
COC(=O)c1sccc1NC(=O)c1ccc(OC)cc1OC	1.1	-5	-1	0.7	-2	1.5	0.5	-0.7	2	0.2	-0.9
CCCCn1c(N)c(N(CC(C)C)C(=O)c2ccc(F)c(S(=O)(=O)N3CCOCC3)c2)c(=O)[nH]c1=O	-0.3	3	-1	-0.3	2	-1.3	-0.2	-0.5	5	0.6	-0.7
Fc1ccccc1N1CC(c2ccccc2)C(c2cccs2)=N1 (configuration not stated)	0.8	0	1	-472	-4	4.8	-2.0	0.1	-3	0.3	-1.1
N=C1/C(=C\c2ccc(-c3cccc(C(=O)O)c3)o2)C(=O)N=C2SC=C(c3ccccc3)N12	2.9	-15	2	0.6	3	4.8	4.4	2.3	-18	0.5	0.8
COc1ccc(CCNC(=O)CSc2nccc(=O)[nH]2)cc1OC	-1.1	5	-1	0.3	5	3.3	0.6	2.4	0	-1.6	-0.9
CC1SCC(=NOCc2c(Cl)cccc2Cl)CS1 (configuration not stated)	-0.2	3	1	0.4	4	3.2	2.7	3.0	2	0.8	-0.1
CNC(=O)[C@@H](NC(=O)[C@H](CC(C)C)[C@H](O)C(=O)NO)C(C)(C)C	-4.2	3	-9	0.1	-8	-4.6	.	.	16	-1.4	-1.4
CCCCN1C(=O)C(=O)c2cc(Cl)ccc21	-1.0	-14	1	0.4	-8	-0.9	-1.2	-1.1	7	-0.5	-0.4
O=C(CN1C(=O)NC2(CCCCCC2)C1=O)NCCc1ccc(F)cc1	-1.7	-1	-4	-0.1	0	0.0	0.1	-0.2	-7	-0.4	-0.5
O=C(NCCCN1CCOCC1)c1c(O)c2ccccc2[nH]c1=O	-1.3	4	2	0.3	-5	1.3	0.5	-0.4	3	0.1	-1.0
Cc1ccccc1C(=O)N1CCC(C(=O)OCc2nc(N)nc(Nc3ccccc3)n2)CC1	-0.5	-3	5	-0.1	-2	4.5	1.1	1.6	-7	-0.2	-1.2
Cc1ccc(C(C)(C)C)c(OCCCCN2CCCC2)c1	-1.2	1	-3	-0.9	-7	3.2	-3.6	1.7	6	-0.2	-1.4
CC(C)NC(=O)c1cccc(C(F)(F)F)c1	-0.6	-3	2	-0.4	4	2.0	1.3	0.0	3	-0.1	-0.3
The results go on.
SMILES	hcDAF12 agonist	NPR1 activator	SMARCA2 act	KLK7 zymogen act	NPR2 activator	hgDAF-12 ag	GAA850 FXN act	DAX1 inh-1	sPLA2-III inh	DAX1 inh-2	ssDAF-12 act
CCOC(=O)c1ccc(-c2ccc(N3C(c4ccsc4)=Cc4ccc(F)cc4C3c3c[nH]c4ccc(C#N)cc34)cc2)cc1F (configuration not stated)	-8.1	0	-9	-0.3	1	-15	.	.	7	-5.6	-3.5
CCOc1ncccc1C(=O)OCC(=O)NCCc1ccc(OC)cc1	-1.3	-2	1	-0.1	-1	-0.8	2.6	-0.2	-4	0.4	-1.2
COc1ccc(S(=O)(=O)NCc2ccc3c(c2)OCO3)cc1OC	-0.8	5	-1	1.2	4	-1.2	2.7	-0.2	-4	0.1	-1.3
COC(=O)c1cc(=O)n2c(-c3ccc(OC)cc3)csc2n1	-0.7	9	-1	0.0	5	-0.4	0.9	-0.7	3	0.4	-1.6
Cc1cc(Cl)cc2sc(NC(=O)C3CC3)nc12	1.9	40	-5	-0.2	-8	4.1	0.2	0.1	9	-0.1	-0.2
CS(=O)(=O)N1CCC(C(=O)Nc2ccccc2)CC1	-1.1	-1	1	-0.3	0	0.8	0.3	-0.3	2	1.1	-0.7
CC(C)(C)OC(=O)N1CCC[C@@H]1C(=O)N1CCC[C@@H]1C(=O)NCc1ccccc1Cl	-0.8	2	-4	-0.9	-1	0.6	.	.	13	0.3	-0.2
COc1cc(/C=N/NC(=O)CCOc2ccccc2C)cc(Br)c1O	-1.4	-7	-3	-1.1	-5	-3.3	4.1	-0.4	-7	-0.3	-1.5
CN(C)/C=C(\C#N)S(=O)(=O)c1ccc(Cl)cc1	0.1	2	-3	0.0	5	2.5	0.3	.	-3	-0.2	-1.5
Cc1ccc(N(Cc2cc3ccccc3[nH]c2=O)C(=O)c2cccs2)cc1	0.9	2	-4	0.1	1	-0.6	-0.7	-0.4	-5	-0.1	-0.9
